High-throughput results from PubChem BioAssay.
Keap1 Nrf2 FP = inhibitors of human Keap1-Nrf2 protein-protein interaction. Q14145. Keap1 Kelch-Nrf2 peptide fluorescence polarization, 1536-well. inhibition, % at 9.4 µM. 0.15% of 340,000 active. AID 504523; in the data active = inhibition above about 12%;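 note: human Keap1 Kelch domain with fluorescein labeled Nrf2 9mer peptide probe; 0% = neutral control wells and 100% = peptide positive control; higher means more block of Keap1 binding to Nrf2 peptide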
PvdQ acylase = blocks Pseudomonas aeruginosa PvdQ acylase activity. purified PvdQ acylase, fluorescence plate reader. inhibition, % at 10 µM. 0.063% of 340,000 active. AID 488965; in the data active = inhibition above about 30%, passing the limit was not always enough;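 note: 0% = vehicle neutral wells and 100% = reference inhibitor wells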
PKA-R2B activ = PKA-R2B complex activation. 0.079% of 340,000 active. PKA-R2B holoenzyme dissociation, Cy5-IP20 fluorescence polarization; R2B truncated from residue 108, S112A mutant; 0% DMSO only, 100% 113 µM cGMP. activation, % at 11.4 µM;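 active = activation above a cutoff set at the mean over all compounds plus 3 SD, cut at about 18% in these data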;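 note: higher means more holoenzyme dissociation and a rise in polarization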
NSD2 HMT inh = NSD2 (human) methyltransferase inhibition. AID 743445. 0.54% of 310,000 active. O96028. NSD2 peptide methylation, AlphaScreen, 120 min. inhibition, % at 12.5 µM; in the data active = inhibition above about 50%
Target sequence (O96028 whole entry, looked up): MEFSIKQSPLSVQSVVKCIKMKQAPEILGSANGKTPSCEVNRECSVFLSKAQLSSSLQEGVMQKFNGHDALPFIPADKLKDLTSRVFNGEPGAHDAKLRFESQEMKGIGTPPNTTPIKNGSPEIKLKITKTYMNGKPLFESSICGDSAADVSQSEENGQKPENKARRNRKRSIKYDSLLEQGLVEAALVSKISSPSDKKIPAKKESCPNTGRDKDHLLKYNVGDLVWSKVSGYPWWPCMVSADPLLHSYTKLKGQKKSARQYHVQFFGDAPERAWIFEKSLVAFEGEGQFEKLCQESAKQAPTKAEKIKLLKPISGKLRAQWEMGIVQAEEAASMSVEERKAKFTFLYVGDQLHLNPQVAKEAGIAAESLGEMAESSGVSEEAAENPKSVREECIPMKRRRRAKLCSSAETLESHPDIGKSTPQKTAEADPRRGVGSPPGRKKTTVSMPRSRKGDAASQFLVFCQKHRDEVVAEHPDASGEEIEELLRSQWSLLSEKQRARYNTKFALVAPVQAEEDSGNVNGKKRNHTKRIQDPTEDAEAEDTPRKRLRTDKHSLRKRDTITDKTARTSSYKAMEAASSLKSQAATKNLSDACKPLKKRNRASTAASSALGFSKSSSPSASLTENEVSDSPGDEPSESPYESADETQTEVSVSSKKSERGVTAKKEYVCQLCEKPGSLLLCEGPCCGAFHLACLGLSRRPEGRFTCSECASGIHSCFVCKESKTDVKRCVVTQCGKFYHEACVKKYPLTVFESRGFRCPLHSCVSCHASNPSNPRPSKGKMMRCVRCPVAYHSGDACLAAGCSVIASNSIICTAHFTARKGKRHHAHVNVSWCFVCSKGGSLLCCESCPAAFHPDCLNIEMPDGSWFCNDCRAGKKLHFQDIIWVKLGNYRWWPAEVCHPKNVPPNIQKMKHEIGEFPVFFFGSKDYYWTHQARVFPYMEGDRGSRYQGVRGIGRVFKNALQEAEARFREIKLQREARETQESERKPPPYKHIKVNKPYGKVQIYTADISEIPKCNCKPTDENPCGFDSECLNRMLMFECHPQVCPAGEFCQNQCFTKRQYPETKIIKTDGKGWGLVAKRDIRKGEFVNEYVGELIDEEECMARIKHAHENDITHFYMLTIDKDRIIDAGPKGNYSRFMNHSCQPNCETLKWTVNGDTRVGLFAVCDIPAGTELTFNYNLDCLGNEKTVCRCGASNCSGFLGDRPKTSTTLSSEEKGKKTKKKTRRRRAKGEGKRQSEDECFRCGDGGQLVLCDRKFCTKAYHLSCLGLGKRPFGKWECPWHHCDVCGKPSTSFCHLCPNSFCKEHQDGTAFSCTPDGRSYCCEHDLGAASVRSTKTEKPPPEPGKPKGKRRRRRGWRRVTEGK
LANA DNA inh = blocks KSHV LANA C-terminal domain binding to DNA. MBP-C-LANA/FAM-LBS DNA binding, fluorescence polarization. inhibition, % at 9 µM. 0.078% of 340,000 active;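 active = highest replicate inhibition at or above 60% at 9 µM, even if other replicates fall short; inactive = all replicates below 60% inhibition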;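 note: 0% = neutral control wells and 100% = 4 µM acridine orange control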
RTF Ca sens inh = cardiac RTF calcium desensitization | 0.12% of 340,000 active | inhibition, % at 7.15 µM | IANBD-labeled cardiac RTF, Ca2+ fluorescence | P19429+P45379;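 active = inhibition above the mean inhibition of all tested compounds plus 3 SD, cut at about 17% in these data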;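 note: assay run at fixed EC70 calcium of 1.6 mM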
SR-BI HDL uptake = blocks mouse SR-BI lipid uptake from DiI-HDL; AID 488896; 0.96% of 320,000 active; inhibition, % at 12.5 µM; Q61009; ldlA[mSR-BI] CHO cells, DiI-HDL uptake fluorescence, 3 h;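 active = mean replicate inhibition of at least 70% and a set share of replicates each scoring 70 or more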;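 note: 0% = median of neutral control wells and 100% = median of positive control wells; values of inactives mirror those of a sister screen read the other way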
Arrestin-AP2 inh = blocks beta-arrestin peptide binding to AP2 adaptin; 0.31% of 340,000 active; inhibition, % at 10 µM; FITC-arrestin peptide / GST-AP2 beads, flow cytometry; AP2 beta2 appendage carries R879A mutation;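 active = inhibition above a set limit, near 3 SD of compounds lacking own fluorescence, cut at about 54% in these data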;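 note: plate controls were DMSO wells for no effect and 5 µM unlabelled arrestin peptide for full effect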
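System: GST-tagged AP2 beta2-adaptin appendage (R879A) on 4 µm glutathione beads / Reagent: FITC-arrestin peptide, 50 nM / Detection: HyperCyt-sampled flow cytometry, FL1 channel, ex 488/em 535 nm / Timing: 12 min plus 1 h, RT / Buffer or medium: PBS plus Tween 20 (0.05%) and BSA (0.1%)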
DAGLB inh = diacylglycerol lipase beta (human) inhibition | HEK293T DAGLB membrane lysate, EnzChek fluorogenic substrate | inhibition, % at 5.17 µM | 0.059% of 340,000 active | AID 504411; in the data active = inhibition above about 34%;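 note: 0% = enzyme with vehicle and 100% = wells lacking enzyme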
SR-BI uptake up = enhances SR-BI lipid uptake from DiI-HDL; CHO ldlA[mSR-BI] cells, DiI-HDL uptake fluorescence, 3 h; 100 = double the neutral-control signal; activation, % at 12.5 µM; 0.096% of 320,000 active; AID 504775;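 active = mean replicate activation of at least 60% and every replicate at or above 60%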;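 note: 0% = median plate neutral-control signal and 100% = twice that signal; values of inactives mirror those of a sister screen read the other way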
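Test system: SR-BI-overexpressing, LDLR-lacking CHO cells; Medium: Ham's F12 with 0.5% BSA, HEPES 25 mM, pH 7.4; Schedule: 3 h, 37 °C; Technique: bottom-read fluorescence, 550/595 nm.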
Starred values were filed as active, the others as inactive; . = not tested or not shown; & = joins results of further samples. Not a hit list, and some 2.1% of all compounds hit somewhere here.

SMILES | Keap1 Nrf2 FP | PvdQ acylase | PKA-R2B activ | NSD2 HMT inh | LANA DNA inh | RTF Ca sens inh | SR-BI HDL uptake | Arrestin-AP2 inh | DAGLB inh | SR-BI uptake up
CCOC(=O)C(Sc1ncc(C#N)c(N)n1)C(C)C (stereo not drawn) | -4.5 | 13.0 | 4.7 | -2.6 | -1.3 | -0.2 | -7.0 | 5.3 | -1.1 | 7.0
COc1ccc(C(=O)NC(NC(=S)Nc2ccc(S(N)(=O)=O)cc2)C(Cl)(Cl)Cl)cc1 (stereo not drawn) | -3.2 | -0.4 | 15.3 | 4.6 | 1.3 | 0.4 | 10.7 | 1.6 | -1.0 | -10.7
Cc1ccc(N=Cc2cc(Cl)cc(Cl)c2O)nc1 | -4.4 | -25.2 | -1.9 | 0.3 | 1.5 | -0.1 | -25.2 | 12.2 | 3.7 | 25.2
Cc1ccc(C)c2c1sc(=NC(=O)CN1C(=O)CCC1=O)n2C | 0.4 | 10.5 | 1.8 | . | 1.4 | -1.9 | 1.5 | 0.8 | -1.1 | -1.5
CN(Cc1cnn(-c2ccccc2)c1)C(=O)C1CCC(=O)N(C2CC2)C1 (stereo not drawn) | 0.7 | -11.9 | -5.7 | . | -0.2 | -6.6 | -12.8 | 26.0 | 0.3 | 12.8
COc1ccc(NC2CCCN(C(=O)CCN3Cc4ccccc4C3=O)C2)cc1 (stereo not drawn) | 4.7 | -3.2 | 3.8 | -3.4 | -0.5 | -3.5 | 5.2 | 4.5 | -0.4 | -5.2
COc1cc(CC(=O)OCn2nnc3ccccc3c2=O)cc(OC)c1OC | -2.8 | 11.3 | 2.9 | -4.9 | -0.8 | -3.3 | -27.4 | 15.6 | -0.2 | 27.4
Cc1ccc(NC(=S)N(Cc2ccc(Cl)cc2)Cc2ccc(C(=O)O)cc2)cc1Cl | -0.4 | 2.7 | 6.0 | 6.3 | -0.9 | -2.8 | 20.8 | 43.1 | 3.0 | -20.8
COC(=O)c1cc(OC)c(OC)cc1NC(=S)N1CCOCC1 | -1.7 | 7.0 | 2.8 | 1.4 | 1.0 | 6.3 | -52.5 | 32.8 | -1.2 | 52.5
COCCNC(=S)NCCCNc1nc2cc3c(cc2cc1C#N)OCO3 | -0.4 | -13.4 | 4.9 | . | -3.5 | -17.8 | 24.2 | 3.5 | 2.8 | -24.2
O=C1c2ccccc2NC(c2ccccc2)N1/N=C/c1ccccc1 (stereo not drawn) | -4.5 | -3.7 | 1.0 | 0.0 | 2.5 | -2.9 | 10.5 | -4.1 | -3.5 | -10.5
CN(C)CCCNC(=O)C[C@H]1C[C@H](C(=O)N2CCCCC2)[C@@]2(CCc3ccccc3)c3[nH]c4cc(-c5ccco5)ccc4c3CCN2C1=O | -10.9 | -10.5 | -1.1 | . | 1.1 | 0.4 | -47.3 | -0.7 | 2.2 | 47.3
O=C1CC(c2ccccc2)Sc2ccccc2N1 (stereo not drawn) | -5.8 | 0.5 | -8.5 | 1.5 | -0.3 | -3.7 | 15.8 | 10.5 | 0.0 | -15.8
CC(C)(C)c1nc2ccc(NS(=O)(=O)c3ccc(F)c(F)c3F)cc2[nH]1 | -0.6 | -11.4 | -9.1 | -7.6 | 0.6 | -10.8 | -9.1 | -6.3 | -2.4 | 9.1
Cc1ccc(S(=O)(=O)NCC(=O)OC(C)C(=O)c2ccccc2)cc1 (stereo not drawn) | -0.2 | 7.9 | -4.6 | -0.6 | 0.0 | -1.0 | -7.1 | 13.5 | -1.3 | 7.1
COc1cc(C(=O)N[C@H](C(=O)NC2CCCc3ccccc32)C(C)C)cc(OC)c1OC (stereo partly drawn) | -2.1 | -0.4 | -10.7 | -2.1 | 0.2 | -6.5 | 16.6 | -7.2 | 5.5 | -16.6
O=C(CN(c1cccc(Cl)c1)S(=O)(=O)c1ccc(Cl)cc1)N1CCc2ccccc2C1 | -7.4 | 2.5 | 4.1 | 1.7 | -1.4 | -4.2 | -28.4 | -4.0 | -4.6 | 28.4
COc1ccc(NC(=O)N2CCCC(C(=O)Nc3cccc(C)c3C)C2)cc1 (stereo not drawn) | -1.1 | -10.8 | 7.0 | -4.5 | -1.0 | -4.3 | . | -4.2 | 0.9 | .
Cc1onc(-c2c(Cl)cccc2Cl)c1C(=O)NCCCN1CCOCC1 | -2.2 | -10.3 | -2.8 | -7.8 | -1.5 | 1.6 | -15.4 | -1.3 | -2.1 | 15.4
CCOCCCNC(=O)N1CCOCC1 | -4.9 | -3.6 | -8.0 | 0.2 | 0.6 | 6.5 | 14.3 | 1.2 | -0.1 | -14.3
COc1ccc(N(CC(=O)NC2CCCC2)C(=O)CCC(=O)Nc2nc(C)cs2)cc1OC | -10.2 | -11.9 | -2.3 | -1.5 | -0.3 | -15.3 | 16.2 | -2.9 | 1.0 | -16.2
CC(=O)[C@@]1(O)CC[C@H]2[C@@H]3C[C@H](C)C4=CC(=O)CC[C@]4(C)[C@H]3CC[C@@]21C | -3.5 | -11.1 | -6.6 | . | 0.6 | -5.3 | -0.6 | 3.9 | -1.3 | 5.9
COc1ccccc1C(=O)N/C(=N/c1nc(C)cc(C)n1)Nc1ccccc1 | -0.8 | -0.6 | -4.0 | -2.4 | -0.2 | -5.5 | 24.3 | 12.2 | -2.6 | -24.3
NC(=O)COc1ccc2c3c(c(=O)oc2c1)CCCCC3 | -4.4 | -9.0 | -0.3 | -0.6 | -2.2 | 1.0 | 4.9 | 0.6 | -1.4 | -4.9
Cc1cccc([C@@H]2[C@@H]3C(=O)N(Cc4ccccc4)C(=O)[C@@H]3[C@]3(Cc4ccccc4)C(=O)N(c4cccc(Cl)c4)C(=O)N23)c1 | -10.0 | -15.4 | 3.0 | . | -1.8 | 10.8 | -19.7 | 4.0 | -7.1 | 19.7
Cn1nc2sc3ccccc3n2c(=O)c1=O | -4.3 | -12.2 | -7.2 | -0.8 | -2.3 | -0.5 | -14.8 | 4.3 | 2.5 | 14.8
COCCNC(=O)C/C(C)=N/NC(=O)C(=O)NC1CCCCC1 | -1.1 | -6.1 | 8.3 | -2.3 | 0.1 | 8.5 | -4.2 | -3.9 | -1.4 | 4.2
CN1C(=O)c2oc3ccccc3c(=O)c2C1c1ccncc1 (stereo not drawn) | 0.5 | -22.5 | -9.3 | . | -1.1 | -7.4 | -18.1 | -1.1 | -3.0 | 18.2
COc1ccccc1OCCN(C#N)c1nc(N(C)C)nc(N(C)C)n1 | 0.6 | 2.0 | -3.8 | 11.1 | -0.1 | 1.6 | 16.9 | 7.9 | -4.9 | -16.9
O=c1c2c3c(sc2ncn1Cc1ccc(F)cc1)CCC3 | -4.1 | -8.4 | -2.7 | 0.7 | 0.7 | -18.4 | -6.7 | 6.2 | -3.6 | 6.7
Cc1cc(C)n2nc(C(=O)OCC(=O)Nc3cc(Cl)ccc3C)nc2n1 | -5.0 | 14.1 | -12.8 | -1.9 | -0.6 | -2.5 | -12.7 | 0.1 | -2.4 | 12.7
Cc1nnc(SCc2cccc(Oc3ccccc3)c2)n1N | -4.0 | -20.1 | -6.7 | 0.6 | 1.6 | -10.3 | -10.6 | 0.6 | -0.7 | 10.6
O=c1[nH]c(CSc2ncn[nH]2)nc2ccccc12 | -2.6 | -8.5 | 2.5 | 3.1 | 2.0 | -7.7 | 0.2 | 27.1 | -0.4 | -0.2
CC1(C)c2ccccc2N2CC(=O)NC21/C=C/c1ccco1 (stereo not drawn) | -2.3 | -4.3&-5.2 | -13.1 | 2.3 | -0.5 | -13.9 | -14.5&-7.9 | 9.9 | 5.0 | 14.5&7.9
COc1ccc(NC(=O)CSc2nnc(-c3ccncc3)o2)c(OC)c1 | -1.1 | -13.8 | -12.8 | -0.8 | 0.6 | -5.3 | -4.3 | 4.7 | 2.8 | 4.3
O=c1c2ccccc2nc(COc2ccccc2)n1/N=C/c1ccc(O)c(O)c1 | 4.3 | -3.8 | 8.9 | 64.9* | 2.5 | -22.5 | . | 24.0 | 14.0 | .
COc1ccc(NC(C)=O)cc1NC(=O)CCn1c(=O)sc2ccccc21 | 3.6 | 3.5 | -4.3 | 0.7 | 2.7 | -3.0 | -1.6 | -2.3 | 3.2 | 1.6
Cc1ccc(C)c(NC(=O)C2CC=CCC2C(=O)O)c1 (stereo not drawn) | -4.4 | -10.4 | -9.0 | -2.1 | 0.4 | -9.4 | 8.4 | 14.9 | 0.7 | -8.4
CCOC(=O)c1cnc(SCC(=O)Nc2sc(C)c(C)c2C#N)nc1N | -1.0 | -5.4 | 12.6 | -0.1 | 0.4 | 8.7 | 5.4 | -4.2 | -2.3 | -5.4
COc1ccccc1N(C(C)=O)c1nc(C)cc(C)c1C#N | 2.2 | -15.9 | -6.9 | 0.4 | -0.9 | -1.5 | -5.0 | 3.2 | -1.9 | 5.0
COC(=O)c1cc(NS(=O)(=O)c2ccc(NCc3cccnc3)c(N)c2)cc(C(=O)OC)c1 | -0.8 | -19.9 | 1.4 | 0.4 | 1.2 | -10.2 | 23.8 | -3.8 | 1.5 | -23.8
CC(OC(=O)Cn1cc(C(F)(F)F)ccc1=O)C(=O)N(C)c1ccccc1 (stereo not drawn) | -1.4 | -7.1 | -8.4 | -1.6 | 2.5 | -4.2 | . | -1.8 | -2.2 | .
COC(=O)c1cc(CNC(=O)c2ccc(N3CCCC3)c([N+](=O)[O-])c2)ccc1OC | -4.3 | -9.8 | 13.0 | 12.6 | -2.3 | -0.7 | -6.4 | 6.0 | 1.4 | 6.4
Fc1ccc(CN(Cc2ccccc2)C(c2cccs2)c2nnnn2C2CCCCC2)cc1 (stereo not drawn) | -4.5 | -5.9 | -2.9 | -3.0 | -1.0 | 2.6 | 16.2 | 6.7 | -24.7 | -16.2
CCOC(=O)CSc1ccc2nnc(-c3ccncc3)n2n1 | -5.0 | -13.6 | 0.7 | . | 0.0 | -0.1 | -5.4 | -0.4 | -3.8 | 4.6
CCOc1ccc(C(=O)N/N=C/c2cccc3cccnc23)cc1 | 1.6 | -1.0 | 6.4 | -0.5 | -0.6 | -7.2 | 24.8 | -11.3 | 1.3 | -24.8

Shown with two lines to a compound: 2 of the compounds above
Every second line gives: Keap1 Nrf2 FP, PvdQ acylase, PKA-R2B activ, NSD2 HMT inh, LANA DNA inh, RTF Ca sens inh, SR-BI HDL uptake, Arrestin-AP2 inh, DAGLB inh, SR-BI uptake up
COc1ccccc1C(=O)N/C(=N/c1nc(C)cc(C)n1)Nc1ccccc1
    -0.8, -0.6, -4.0, -2.4, -0.2, -5.5, 24.3, 12.2, -2.6, -24.3
CCOc1ccc(C(=O)N/N=C/c2cccc3cccnc23)cc1
    1.6, -1.0, 6.4, -0.5, -0.6, -7.2, 24.8, -11.3, 1.3, -24.8
